RBBP9 inhibitor = human RBBP9 inhibitors, primary screen, biochemical, fluorescence polarization, FP-Rh probe, HTS; inhibition, % at 7.94 µM; recombinant RBBP9; Serine hydrolase RBBP9 (Homo sapiens), O75884; actives 0.2% (n = 220,000);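 active = inhibition above the campaign mean of all tested compounds plus 3 SD, cut at about 14% in these data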;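 note: plate controls were DMSO wells with RBBP9 for no effect and wells lacking RBBP9 protein for full effect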
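Measured by: FP readout at 525/598 nm; material: recombinant human RBBP9; also added: Serine-hydrolase probe FP-Rh, 375 nM pre-mixing; medium: Tris buffer pH 8.0, NaCl, Pluronic; replication: one well per compound; doses: one concentration, 7.94 µM nominal, 0.794% DMSO; timing: preincubation 30 min plus labeling 45 min at 25 °C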
Runt-CBFb FRET = inhibitors of RUNX1 Runt–CBFb binding, primary screen, biochemical, FRET, Cerulean-Runt, Venus-CBFb, uHTS. inhibition, % at 20 µM. actives 0.46% (n = 220,000). Cerulean-Runt/Venus-CBFb FRET ratio 530/480, 1 h. Runt-related transcription factor 1 (Homo sapiens) + Core-binding factor subunit beta …;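 active = inhibition over about 50% at 20 µM in the single-dose screen, limit read from the data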;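 note: 0% = DMSO wells and 100% = excess unlabeled CBFb competitor control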
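Measured by: fluorescence energy transfer, 422 nm excitation, 530/480 nm emission; test system: Cerulean-tagged RUNX1 Runt domain (FRET donor) fusion protein; buffer or medium: Tris pH 7.5 buffer with BSA; compound: one dose, 20 µM compound, 1% DMSO; times: two 1 h room-temperature incubations shielded from light; benchmarks: unlabeled CBFb 5 µM, positive control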
EP2 modulator = EP2 receptor modulators, cAMP readout, primary screen, cell-based, HTRF cAMP, PGE2 stimulation; Prostaglandin E2 receptor EP2 subtype (Homo sapiens), P43116; EP2-expressing cells, cAMP HTRF FRET, PGE2 co-stimulation; induction, % at 25 µM; actives 0.83% (n = 260,000);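 active = compounds whose cAMP rise, as percent of the full-agonist control response, exceeds 60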;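 note: rat C6 glioma line stably carrying human EP2 under a CMV promoter; the protocol text gives 20 µM as final concentration; 100% = response of wells given 1 µM PGE2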
Target sequence (P43116 whole entry, looked up): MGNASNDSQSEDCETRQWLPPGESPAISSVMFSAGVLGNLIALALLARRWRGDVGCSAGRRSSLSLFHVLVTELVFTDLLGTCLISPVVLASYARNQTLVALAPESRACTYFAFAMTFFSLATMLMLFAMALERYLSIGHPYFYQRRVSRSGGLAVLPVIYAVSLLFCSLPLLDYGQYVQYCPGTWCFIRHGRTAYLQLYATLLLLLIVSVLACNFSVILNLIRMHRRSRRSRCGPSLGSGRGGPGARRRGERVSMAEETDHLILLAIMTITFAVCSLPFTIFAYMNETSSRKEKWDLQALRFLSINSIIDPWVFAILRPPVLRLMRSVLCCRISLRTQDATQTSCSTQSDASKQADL
L929 necroptosis = inhibitors of zVAD-triggered necroptosis, primary screen, L929 cells; L929 zVAD necroptosis rescue, ATP luminescence, 24 h; with zVAD 60 µM; viability rescue, % at 10 µM; actives 0.38% (n = 220,000); AID 1377, 2008;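 active = activation, scaled between plate controls, above about 75%, limit read from the data; inactive = activation under that limit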;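 note: 0% = zVAD with DMSO and 100% = DMSO alone without zVAD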
Runt-SMMHC FRET = inhibitors of RUNX1 Runt–CBFb-SMMHC binding, primary screen, biochemical, FRET, Cerulean-Runt, Venus-CBFb-SMMHC, uHTS | AID 1434, 2008 | inhibition, % at 20 µM | Runt-related transcription factor 1 (Homo sapiens) + Core-binding factor subunit beta … | Cerulean-Runt/Venus-CBFb-SMMHC FRET ratio 530/480, 1 h | actives 0.74% (n = 220,000);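 active = mean inhibition across duplicate retests at 20 µM reaching about 50%, limit read from the data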;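 note: 0% = DMSO wells and 100% = wells with excess untagged CBFb-SMMHC; inhibitors lower the FRET ratio by blocking Runt binding to CBFb-SMMHC; some results filed as inactive read as strong as hits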
TNF necrop inh = inhibitors of TNF-alpha triggered necroptosis, primary screen, cell-based, Jurkat FADD-/-, single concentration; actives 0.068% (n = 220,000); activation (protection from cell death), % at 10 µM; Jurkat FADD-/- TNF necroptosis rescue, ATP luminescence, 24 h; 0 = TNF only, 100 = no-TNF cells; AID 463075, 2010;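 active = activation, meaning protection from cell death, of at least 50% relative to plate controls; inactive = activation below 50%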;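 note: necroptosis triggered by 40 ng/mL TNF-alpha added together with compound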
Hck Nef HTS = inhibitors of Nef-activated human Hck kinase, primary screen, biochemical, Z-Lyte FRET, 384-well, Hck-YEEI. Recombinant Hck-YEEI plus Nef, Z-Lyte FRET kinase assay. inhibition, % at 20 µM. actives 0.68% (n = 220,000);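 active = Hck-Nef kinase inhibition above about 50%, limit read from the data; inactive = inhibition below that limit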;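 note: 0% = DMSO with Hck plus Nef and 100% = Hck alone without Nef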
Target sequence (P08631 whole entry, looked up): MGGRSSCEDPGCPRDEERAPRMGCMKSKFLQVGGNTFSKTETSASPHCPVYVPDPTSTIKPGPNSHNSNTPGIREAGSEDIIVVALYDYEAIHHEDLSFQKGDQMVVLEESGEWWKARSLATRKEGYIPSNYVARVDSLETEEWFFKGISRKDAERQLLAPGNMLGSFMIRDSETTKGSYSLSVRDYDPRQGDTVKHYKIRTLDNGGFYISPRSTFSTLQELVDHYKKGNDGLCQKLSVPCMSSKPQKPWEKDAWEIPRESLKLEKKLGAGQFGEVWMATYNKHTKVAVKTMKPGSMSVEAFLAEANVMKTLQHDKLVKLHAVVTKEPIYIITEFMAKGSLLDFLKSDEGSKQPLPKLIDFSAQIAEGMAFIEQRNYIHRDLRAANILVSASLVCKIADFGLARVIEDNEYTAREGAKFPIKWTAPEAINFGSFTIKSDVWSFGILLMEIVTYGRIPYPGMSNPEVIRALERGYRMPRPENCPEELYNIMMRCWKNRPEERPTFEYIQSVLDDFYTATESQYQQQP
PERK inhibitor = block of dimerizer-induced PERK translation repression, primary screen, PERK inhibitor project, CHO PERK-DD cells, SEAP luminescence, HTS; Eukaryotic translation initiation factor 2-alpha kinase 3 (Homo sapiens), Q9NZJ5; CHO PERK-DD fusion, SEAP luminescence translation reporter; inhibition, % at 5.6 µM; actives 0.17% (n = 220,000);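 active = inhibition above the mean inhibition of all tested compounds plus 3 SD, set separately per screening campaign, cut at about 2.9% in these data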;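 note: PERK kinase domain activated by AP20187 dimerizer at 100 nM; 0% = DMSO with dimerizer and 100% = rapamycin at 8.4 µM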
PGE2 EP2 inh = human EP2 receptor antagonists, primary screen, TR-FRET cAMP, C6 glioma cells. Prostaglandin E2 receptor EP2 subtype (Homo sapiens), P43116. C6 glioma cells expressing human EP2; cells stimulated with saturating PGE2. inhibition, % at 25 µM. actives 0.52% (n = 260,000);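 active = percent inhibition above 40 after rounding to a whole number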;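 note: rat C6 glioma host cells with rolipram phosphodiesterase inhibitor present; the protocol text gives 20 µM as final concentration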
An asterisk follows results filed as active; x = no result given. Some of the compounds tested, so the mix of outcomes need not match the whole.

SMILES	RBBP9 inhibitor	Runt-CBFb FRET	EP2 modulator	L929 necroptosis	Runt-SMMHC FRET	TNF necrop inh	Hck Nef HTS	PERK inhibitor	PGE2 EP2 inh
COc1ccc(CC(=O)N2CCN(c3ccc(C4=NNC(=O)CC4C)cc3)CC2)cc1 (stereo not drawn)	-9	x	38	-0.2	-4	-2.7	0	-0.3	x
COc1ccccc1N1CCN(C(=O)C(F)F)CC1	-11	1	20	0.0	15	-1.6	-1	1.1	4
Clc1ccc2nc(-c3ccccn3)c(Nc3ccc4c(c3)OCO4)n2c1	-9	3	57	x	4	-2.3	4	0.2	9
COC(=O)CCc1nc2ccccc2nc1OC	-5	-2	11	20	-2	0.6	12	-0.2	10
OCCNC(=S)Nc1ccc(Oc2ccccc2)cc1	1	0	-5	1.3	-3	-1.9	-3	0.1	9
CCOC(=O)N/N=C(\C)c1ccc(C)o1	-4	1	-5	1.5	1	-0.9	23	-0.3	2
COc1ccc2nc(Nc3nc(C)c(C(C)=O)s3)sc2c1	-3	11	-21	55	42	-0.2	-9	-0.8	12
O=C(CN1CCN(CC(=O)Nc2ccc3c(c2)OCO3)CC1)Nc1ccc(F)cc1	-3	0	-3	-0.2	-3	1.6	0	-0.6	11
O=C(O)c1cc(/C=C/c2ccc(N3CCOCC3)cc2)nc2ccccc12	-1	-44	-44	-1.8	-123	-6.2	-3	0.2	8
NS(=O)(=O)c1ccc(CCNC(=O)c2cc(-c3ccccc3)nc3ccccc23)cc1	-3	1	-1	1.2	-3	0.0	1	0.2	4
Fc1ccc(-c2nc3c(-c4ccc(F)cc4)cnn3cc2CCN2CCOCC2)cc1	-4	-2	-11	-0.5	-1	1.2	-4	-0.3	5
O=C1CCCC(=NCc2ccco2)C1	5	0	29	1.6	2	1.7	1	0.3	9
COc1ccc(-c2ccnc3ncnn23)cc1	-8	0	12	0.3	1	-1.3	7	2.6	3
O=C(NC1CCCCC1)C(c1cccs1)N(C(=O)Cc1c[nH]c2ccccc12)c1ccc(F)cc1 (stereo not drawn)	-2	2	15	1.3	3	-13	1	-0.5	12
CCOc1ccccc1NC(=O)Nc1ccc(Cl)cc1	-13	0	-4	1.2	5	1.4	4	1.0	9
COc1ccc2cc(C(=O)Nc3ccccc3)sc(=O)c2c1OC	-11	21	-27	0.0	4	1.3	1	-0.1	11
Cc1ccc(SCCNC(=O)c2cccc([N+](=O)[O-])c2C)cc1	-1	21	-21	1.1	4	-1.3	1	0.8	22
CC(=O)c1ccc(-n2nncc2C(C)(C)C)cc1	-1	2	0	0.1	-6	-0.8	1	0.2	1
N#CCn1cnc2sc(-c3ccccc3)cc2c1=O	4	0	-11	0.6	-6	-1.6	12	1.9	2
O=C(NNC(=S)NC(=O)c1sc2ccccc2c1Cl)c1ccc(Cl)cc1	-4	21	-58	0.6	3	0.5	14	2.4	17
COc1ccc2sc(N(CCN(C)C)C(=O)/C=C/c3cccs3)nc2c1	-4	-4	32	69	0	11	-33	1.1	9
CCOc1ccccc1-c1nc(-c2ccncc2)no1	-1	-1	25	0.5	1	-3.4	2	-0.1	2
COc1ccc(Cl)cc1NC(=O)N1CCN(S(C)(=O)=O)CC1	-1	-1	-3	0.2	4	0.3	5	-0.5	1
COC(=O)C(C)(C)ONC(=O)Nc1ccccc1	-7	0	24	0.0	-1	1.6	-1	0.5	9
O=C(N1CCCCC1)N1CCCN(C(=O)N2CCCCC2)CC1	0	18	-7	x	0	1.0	2	-0.7	7
N#CC1=C(N)OC2=C(CN(Cc3ccccc3)C/C2=C\c2cccnc2)C1c1cccnc1 (stereo not drawn)	-3	6	-15	0.1	13	-6.8	2	0.6	9
O=C(O)c1ccccc1C(=O)N1CCN(c2ccccc2)CC1	-7	2	-7	0.0	-6	-2.3	1	1.2	11
N#CCSc1nc2c(c(C3CC=CCC3)c1C#N)CCC2 (stereo not drawn)	-11	0	78*	0.2	5	-2.1	1	-0.8	5
Cc1ccsc1C(=O)OCc1nc2ccccc2c(=O)[nH]1	-5	3	1	-0.4	1	1.8	-2	-0.9	10
COC(=O)N/N=C/c1cc(Cl)cc(Cl)c1OCc1ccccc1	-1	-1	8	1.0	2	1.1	0	0.2	5
COC(=O)CNC(=O)c1c(C)cc(=O)oc1C	0	1	27	1.1	-2	0.5	0	-0.3	18
O=C(Nc1ccc(Cl)cc1)N1CCOC12CCCCC2	-12	1	1	15	2	24	-26	-1.4	11
O=C(NCCc1ccccc1)c1cc(-c2ccco2)on1	3	-6	-3	1.1	-6	-8.5	1	0.4	8
CCOC(=O)C1CCCN(C(=O)c2cc(-c3ccc(F)cc3)nc3ccccc23)C1 (stereo not drawn)	-5	-2	-16	1.2	2	-2.2	27	-0.7	3
Cc1nc2ncnn2c(C)c1CCC(=O)N1CCN(c2ccccn2)CC1	-6	0	-19	0.8	-4	2.4	-1	0.8	6
O=C(O)c1ccc(NC(=S)NC(=O)c2ccc(-c3ccccc3)cc2)cc1	-3	-6	-89	-0.2	-10	0.2	30	0.5	66*
Cc1ccc(-n2c3nc(=O)[nH]c(=O)c-3cc3cc([N+](=O)[O-])ccc32)cc1C	-7	7	11	-0.8	3	-10	2	0.7	5
CN(C)/C=C(\C#N)C(N)=C(C#N)C#N	-3	-6	9	-0.4	-19	0.5	-2	0.8	8
CCCc1ccc(S(=O)(=O)NCCc2ccncc2)cc1	4	-1	13	-0.1	-2	-2.5	-1	0.6	14
COc1cc(C(=O)Oc2ccccc2N)cc(OC)c1OC	-8	5	0	0.2	-4	0.8	3	0.3	15
CC(C)CCn1nnnc1C(c1ccccc1)N1CCC(C(N)=O)CC1 (stereo not drawn)	-3	-1	0	-0.2	-1	-2.9	2	0.2	12
CCOC(=O)C1=C2c3ccc4ccccc4c3CC(C)(C)N2C(=O)C1=O	-1	-1	25	-0.3	-3	-0.7	6	-0.5	10
COc1ccc(Nc2nc(-c3c(C)nc4ncccn34)cs2)cc1	-4	x	-73	-1.4	x	-16	11	-0.3	4
COc1ccc(N2CCN(C(CNC(=O)C(=O)NCc3ccncc3)c3ccco3)CC2)cc1 (stereo not drawn)	0	0	46	1.2	2	0.4	28	1.2	9
COc1ccc(C(=O)O/N=C(/c2ccccc2)c2ccncc2)cc1OC	9	1	1	0.4	0	-0.6	21	0.2	28
CSc1cnn(-c2ccccc2)c(=O)c1SC	-5	-1	3	-0.2	2	0.1	3	0.6	42*
Cc1nnc(NC(=O)c2sc3ccccc3c2Cl)s1	-4	-1	16	-0.1	-3	-0.8	0	-0.2	26
CCN(CC(=O)Nc1ccc2c(c1)OCCO2)Cc1cc(=O)oc2c(C)c(C)ccc12	2	-3	23	-0.5	-4	-7.8	0	-0.8	7
O=C1CC(c2ccccc2)CC(O)=C1C=NCCCN1CCOCC1 (stereo not drawn)	3	0	26	0.1	-1	-0.4	0	-0.1	21
Cc1[nH]n(-c2ccccc2)c(=O)c1N=Nc1ccc2c(c1)OCCO2	-8	-5	25	0.6	-4	1.6	1	0.2	7
(next part)
SMILES	RBBP9 inhibitor	Runt-CBFb FRET	EP2 modulator	L929 necroptosis	Runt-SMMHC FRET	TNF necrop inh	Hck Nef HTS	PERK inhibitor	PGE2 EP2 inh
O=C(N1CCCCCC1)N1CCN(C(=O)N2CCCCC2)CC1	-6	2	-21	0.2	-5	-0.8	0	-0.2	9
Cc1ccc(N2C(=O)C(CC(=O)Nc3cccc(F)c3)N(C3CC3)C2=O)cc1 (stereo not drawn)	2	0	15	0.5	1	0.3	17	0.9	9
O=C(Oc1ccc(Nc2ncnc3ccccc23)cc1)c1cccnc1	-3	1	-59	80*	2	-0.7	85*	0.1	9
c1cncc(CSc2ccc(-c3cccnc3)nn2)c1	-6	0	-5	8.1	2	0.7	11	-0.3	6
Cc1ccc(OC(=O)C2c3ccccc3Oc3ccccc32)cc1C	-4	2	22	0.3	1	0.2	3	0.9	11
NC(=O)CNc1n[nH]c(=S)[nH]c1=O	-9	1	19	0.0	-6	-0.4	22	-0.7	9
